RGS7-Gao reg = RGS7-Galphao binding modulators, primary screen, biochemical, multiplexed bead flow cytometry | 220,000 tested, 0.35% active | binding response (% of control), % at 10 µM | actives lie on both sides | Guanine nucleotide-binding protein G(o) subunit alpha (Homo sapiens), P09471; in the data active = binding response below about 49% or above about 150%; inconclusive = no clear call, values can overlap the other calls; inactive = in between;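 also: fluorescent Galphao held in activated GDP-AlF4 state binding bead-coupled RGS7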
Target sequence (P09471 whole entry, looked up): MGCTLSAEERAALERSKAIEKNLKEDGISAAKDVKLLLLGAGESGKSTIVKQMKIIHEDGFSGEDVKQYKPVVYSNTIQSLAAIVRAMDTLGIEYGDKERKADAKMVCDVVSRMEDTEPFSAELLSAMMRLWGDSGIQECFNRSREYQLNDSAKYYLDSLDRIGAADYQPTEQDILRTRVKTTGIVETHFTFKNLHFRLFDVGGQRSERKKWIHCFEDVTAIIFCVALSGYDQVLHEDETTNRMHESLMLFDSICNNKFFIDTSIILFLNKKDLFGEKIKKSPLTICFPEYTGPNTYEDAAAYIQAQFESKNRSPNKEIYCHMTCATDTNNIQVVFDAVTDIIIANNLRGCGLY
ABCG2 block = ABCG2 efflux pump inhibitors, primary screen, multiplex with ABCB1, IgMXP3 cells, flow cytometry; Broad substrate specificity ATP-binding cassette transporter ABCG2 (Homo sapiens), Q9UNQ0; JC-1 efflux; 190,000 tested, 0.1% active; AID 1325, 2008; inhibition, % at 6.6 µM;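 active = inhibition above 80%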;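 also: 0% = DMSO and 100% = nicardipine control wells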
Target sequence (Q9UNQ0 whole entry, looked up): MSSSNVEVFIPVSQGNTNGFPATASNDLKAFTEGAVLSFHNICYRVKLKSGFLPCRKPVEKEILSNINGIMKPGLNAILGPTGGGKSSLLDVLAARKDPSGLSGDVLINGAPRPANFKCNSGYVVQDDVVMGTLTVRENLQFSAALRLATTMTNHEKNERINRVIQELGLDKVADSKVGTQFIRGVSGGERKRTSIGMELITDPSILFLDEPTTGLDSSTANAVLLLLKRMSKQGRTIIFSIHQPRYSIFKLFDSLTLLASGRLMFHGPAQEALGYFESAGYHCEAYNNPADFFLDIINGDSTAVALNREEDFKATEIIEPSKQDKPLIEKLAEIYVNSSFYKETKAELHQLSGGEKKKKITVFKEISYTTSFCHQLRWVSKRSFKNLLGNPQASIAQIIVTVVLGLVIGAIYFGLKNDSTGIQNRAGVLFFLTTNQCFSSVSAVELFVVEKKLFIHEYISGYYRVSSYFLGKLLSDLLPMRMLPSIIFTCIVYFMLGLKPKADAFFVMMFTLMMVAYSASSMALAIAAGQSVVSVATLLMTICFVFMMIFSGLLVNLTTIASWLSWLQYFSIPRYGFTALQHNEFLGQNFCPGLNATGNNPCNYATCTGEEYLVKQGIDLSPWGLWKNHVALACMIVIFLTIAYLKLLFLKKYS
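Test system: IgMXP3 cells (ABCG2) mixed with DDAO far-red-labelled CCRF-Adr cells (ABCB1). Reagent: JC-1 transporter substrate. Compound dosing: single test compound dose, 6.6 µM final. Times: 10 min compound exposure, 25 °C. Detection: flow cytometry of retained JC-1 fluorescence. Read-out basis: efflux inhibition in percent versus controls. Controls: nicardipine and DMSO wells.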
ABCB1 block = ABCB1 efflux pump inhibitors, primary screen, cell-based, multiplex, flow cytometry, ABCG2 counter-screen; inhibition, % at 6.6 µM; 190,000 tested, 0.067% active; ATP-dependent translocase ABCB1 (Homo sapiens), P08183; CCRF-Adr cells, JC-1 efflux; in the data active = inhibition above about 40%;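 also: 0% = vehicle and 100% = reference inhibitor; higher value means more JC-1 retained so stronger ABCB1 efflux block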
Avidin bead fluor = green autofluorescence of compounds with avidin beads – biophysical, 488/530 nm, flow cytometry, artefact control, profiling panel; compound fluorescence 488/530 nm; hits give high values; fluorescence (KMESF) at 10 µM; 220,000 tested, 0.38% active; AID 1775, 2009; in the data active = fluorescence above about 47; also: inactives centre near 10
RGS8-Gao reg = RGS8-Galphao binding modulators, primary screen, biochemical, multiplexed bead flow cytometry; Guanine nucleotide-binding protein G(o) subunit alpha (Homo sapiens), P09471; actives lie on both sides; response (percent of control binding), % at 10 µM; 220,000 tested, 0.34% active; AID 1423, 2008; in the data active = response below about 60% or above about 140%; inactive = in between;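 also: Galphao activated as the GDP aluminium fluoride complex binding bead-coupled RGS8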
Mcl1 Noxa PPI = Mcl-1/Noxa binding inhibitors, primary screen, biochemical, TR-FRET, 1536-well; Induced myeloid leukemia cell differentiation protein Mcl-1 (Homo sapiens), Q07820; TR-FRET Mcl-1/Noxa peptide binding, 2 h; inhibition, % at 21.7 µM; 220,000 tested, 1.5% active; AID 1022, 2008;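 active = compounds that cut the protein-peptide binding signal by more than 50% relative to plate controls in a single-dose test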;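 also: His-tagged Mcl-1 with rhodamine Noxa BH3 peptide and terbium anti-His antibody; 0% = Mcl-1 plus Noxa peptide wells and 100% = peptide-only wells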
Mcl1-Bid inh = Mcl-1/Bid binding inhibitors, primary screen, biochemical, TR-FRET, 1536-well; inhibition, % at 21.7 µM; 220,000 tested, 0.97% active; TR-FRET Mcl-1/Bid-Dy647 peptide binding;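 active = compounds that cut the binding signal by more than half at the single screening dose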;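 also: His-tagged Mcl-1 with europium anti-His antibody binding Bid BH3 peptide; 0% = Mcl-1 plus peptide wells and 100% = peptide-only wells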
RGS4-Gao reg = modulators of RGS4 binding to Galphao, primary screen, biochemical, multiplexed bead flow cytometry | Guanine nucleotide-binding protein G(o) subunit alpha (Homo sapiens), P09471 | actives lie on both sides | binding response (% of control), % at 10 µM | 220,000 tested, 0.33% active; in the data active = binding response below about 49% or above about 150%; inactive = in between;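 also: fluorescent Galphao activated with aluminum fluoride binding bead-coupled RGS4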
Pf gametocyte = late stage P. falciparum gametocyte viability inhibitors, primary screen, ATP luminescence, HTS; P. falciparum stage V gametocytes, 24 h; 150,000 tested, 0.065% active; AID 743093, 2013; inhibition, % at 10.9 µM;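 active = inhibition above the mean plus 3 SD of compounds within the control limits, set per campaign, cut at about 38% in these data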;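 also: 0% = DMSO wells and 100% = medium only without gametocytes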
GSH fluor = compound fluorescence on glutathione beads, profiling panel, artefact control, biophysical, 488/530 nm, flow cytometry; 190,000 tested, 0.25% active; fluorescence (KMESF) at 10 µM; GSH beads flow cytometry, compound fluorescence 488/530 nm; hits give high values; in the data active = fluorescence above about 89;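 also: glutathione beads carrying GST-tagged Bcl family fusion proteins plus one bare bead set; values are compound well signal with DMSO vehicle wells as background; inactives centre near 16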
Mcl-1 Bim block = inhibitors of Bim peptide binding to Mcl-1, primary screen, biochemical, bead-based flow cytometry, multiplex | 190,000 tested, 0.1% active | inhibition, % at 10 µM | Induced myeloid leukemia cell differentiation protein Mcl-1 (Homo sapiens), Q07820 | Bim peptide-Mcl-1 binding; in the data active = inhibition above about 40%;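 also: 0% = no compound tracer wells and 100% = peptide blocker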
An asterisk follows results filed as active; ? = inconclusive; . = not tested or not shown.

no.	Structure	RGS7-Gao reg	ABCG2 block	ABCB1 block	Avidin bead fluor	RGS8-Gao reg	Mcl1 Noxa PPI	Mcl1-Bid inh	RGS4-Gao reg	Pf gametocyte	GSH fluor	Mcl-1 Bim block
1	Cc1cccc(-c2nnc(SCc3ccccc3)o2)c1	101	0	-0.2	5	102	-18	-6	101	.	19	0
2	Cc1sc2ncnc(N3CCCCC3)c2c1C	98	.	.	6	101	0	-8	96	.	16	3
3	Cc1nc2ccccc2n1CC(=O)NCc1ccccc1	102	2	0.0	8	100	11	4	98	.	12	0
4	CCOc1cc(/C=C/C(=O)O)ccc1OCc1ccccc1	101	9	0.3	6	100	9	-15	99	-4	18	-3
5	O=C(NCC1CCCO1)c1cccnc1Nc1ccccc1F (stereo unspecified)	112	30	-0.5	52*	105	-5	-13	107	.	15	0
6	O=C(Nc1ccccc1)NC1(C(=O)NCc2ccco2)CCCCC1	97	2	0.3	13	97	-10	-61	92	-5	9	-3
7	N#C/C(=C\Nc1ccccc1SC(F)(F)F)c1nc(-c2ccccc2)cs1	98	7	1.3	7	98	26	-51	102	1	19	-12
8	Cc1cc(C)nc(N(C#N)Cc2ccc(Cl)cc2)n1	103	0	0.4	11	101	-1	-23	102	0	23	-4
9	Cc1nc2c(ccc3c([N+](=O)[O-])cccc32)c(C)c1C	101	9	-0.7	8	101	4	-12	101	8	12	-3
10	CCCc1cc(=O)[nH]c(SCC(=O)c2cc(C)n(CCOC)c2C)n1	102	37	1.1	22	99	2	-21	101	-3	22	-5
11	CNC(=O)c1ncoc1-c1ccc(Cl)cc1	?	.	.	4	101	-8	-2	100	8	.	.
12	C/C(=N\NS(=O)(=O)c1ccccc1)c1ccc2c(c1)OCCO2	97	0	0.2	14	99	9	-14	99	25	10	-4
13	COc1ccc(-c2nnn(CC(=O)N3CCN(c4ccccc4OC)CC3)n2)cc1	103	4	0.1	5	105	2	-12	101	.	17	-2
14	COc1ccc(C)cc1S(=O)(=O)Nc1cccc(Cl)c1Cl	101	1	0.4	7	103	7	6	103	-13	24	-4
15	O=C(Nc1cccc(-c2ccccc2)c1)N1CCN(C(=O)Nc2cccc(-c3ccccc3)c2)CC1	?	.	.	7	108	-3	-6	113	-38	.	.
16	CCOc1ccc(S(=O)(=O)Nc2ccccc2SC)c2cccnc12	97	3	1.1	7	96	-4	-54	100	.	13	0
17	C=CCn1c(SCC(=O)c2cc(C)n(Cc3cccs3)c2C)nnc1-c1ccncc1	99	0	0.2	4	103	13	-13	99	1	31	-1
18	CCC12CC3CC(C1)CC(C(=O)NNC(N)=O)(C3)C2	?	.	.	7	102	3	-21	105	19	.	.
19	Clc1ccc(C2=CSC3=Nc4cccc5cccc(c45)N23)cc1	104	0	0.5	4	109	62*	-3	97	-19	19	-2
20	O=C1N[C@@H](Cc2ccccc2)C(=O)N1CCN1CCOCC1	101	2	-0.8	13	101	1	-31	99	5	40	0
21	CC(=O)Nc1ccc(S(=O)(=O)Nc2c(C)n(C)n(-c3ccccc3)c2=O)cc1	94	1	0.1	17	97	10	-43	99	4	7	-2
22	COc1ccc(S(=O)CC(=O)Nc2ccccc2Cl)cc1 (stereo unspecified)	103	8	1.2	8	103	9	-17	101	-8	9	0
23	CCC1=C(OC(=O)N(CC)CC)N2C(=O)OC(=NCC3CC3)[C@]2(C)[C@H]2C1=CC[C@H]1C(=O)N(CC)C(=O)[C@H]12	?	.	.	8	102	10	-24	105	5	.	.
24	CCC(C)(c1ccc(C=O)s1)c1ccc(C=O)s1	99	2	0.8	6	100	10	6	100	.	16	-4
25	O=C(N/N=C\c1ccc(CNS(=O)(=O)c2ccc(Cl)cc2)o1)C(=O)Nc1ccc(Oc2ccccc2)cc1	98	3	-0.3	13	97	8	22	98	-51	19	-4
26	Cc1ccc(CS(=O)(=O)CCC(=O)NCCC2=CCCCC2)cc1	102	-1	-0.1	9	103	11	0	102	-24	19	0
27	CC[n+]1c(/C=C/C=C/N(C(C)=O)c2ccccc2)sc2ccccc21	149	5	3.3	.	98	.	-32	14*	.	25	2
28	N#C/C(=C(/O)c1ccc(C(=O)c2ccccc2)cc1)c1nc2ccccc2[nH]1	?	.	.	8	100	23	10	94	2	.	.
29	O=C1Nc2ccc([N+](=O)[O-])cc2C1(O)N1CCCCCC1 (stereo unspecified)	98	-1	-0.3	18	102	7	-13	100	.	22	-1
30	O=c1c2cc(N3CCOCC3)ccc2[nH]c(=S)n1Cc1ccccc1Cl	99	-1	-0.3	9	101	1	-38	101	6	19	0
31	CS(=O)(=O)NCCNC(=O)c1cc(OCC(F)(F)F)ccc1OCC(F)(F)F	?	1	0.2	11	108	8	-3	107	.	12	-2
32	Cc1ccc(NN=C2C(=O)OC(C)(C)OC2=O)c(C)c1	110	12	-0.8	10	103	14	0	106	19	22	-3
33	Cn1nnnc1SCC(=O)NCCc1ccc(Cl)cc1	98	1	0.5	14	99	11	6	102	.	23	-3
34	O=C(c1ccc2c(c1)N(Cc1ccccc1)CCS2)N1CCCCC1	101	3	1.6	7	99	19	-18	101	.	26	1
35	CCC(=O)Oc1ccc2ccccc2c1CNC(=O)c1ccccc1	99	1	0.3	9	100	4	-5	100	.	18	-6
36	O=C(CN1CCCCCC1)N1c2ccccc2Sc2ccc(C(F)(F)F)cc21	89	0	0.2	21	107	10	0	89	.	20	-1
37	O=C(COC(=O)CNC(=O)C1CCCCC1)Nc1ccc(Cl)cn1	105	2	0.7	23	107	12	-4	107	2	17	-2
38	O=C1c2ccccc2-c2c1cccc2C(=O)N(CCO)CCO	100	2	0.5	13	100	9	-8	105	.	7	0
39	O=C(COc1ncnc2ccccc12)N1CCOCC1	107	0	0.0	6	106	27	-20	106	.	7	3
40	CC(C)n1c(NCc2ccc(Cl)cc2)nc2ccccc21	?	.	.	7	98	-18	-10	101	-16	.	.
41	O=c1c2ccccc2nc2n1CC/C2=C\c1ccccc1[N+](=O)[O-]	109	8	1.7	19	103	8	4	107	.	9	-1
42	COc1cc2[nH]c(=O)n(CCCCCC(=O)NCCCN3CCOCC3)c(=O)c2cc1OC	101	0	0.1	40	100	3	-7	100	0	19	0
43	COC(=O)N1CCN(c2ccc(C)c(C)c2)CC1	89	3	1.1	4	82	-14	-25	85	.	11	0
44	Cc1ccc2c3c1C(=O)C(=O)N3C(C)(C)CC2C (stereo unspecified)	90	5	0.7	19	101	7	-4	89	.	12	-2
45	O=C(NCc1ccco1)c1cc(-c2ccco2)on1	95	18	0.0	19	98	1	-16	97	.	24	-2
46	Cc1cc(NC(=O)CSc2ccc3nnc(-c4cccc(F)c4)n3n2)no1	98	61	0.7	31	95	14	-16	94	-88	18	-4
47	Cc1nc2ccc(C(=O)N3CCSCC3)cc2s1	117	9	0.9	11	110	20	-17	110	.	28	-2
48	CCOc1ccc(C=Nc2cccc3ncccc23)cc1	104	-1	-0.5	9	102	24	-42	99	4	10	0
49	CCOc1cc(/C=N/NC(=O)CCc2n[nH]c(=O)[nH]c2=O)ccc1O	100	5	1.9	25	105	9	-29	101	-14	10	-1
50	COc1ccc(/C=N/NC(=O)CNC(=O)c2cccs2)cc1	102	13	0.1	6	100	13	-34	100	.	11	-4
51	Cc1cc(NC(=O)c2cc(-c3cccc(Cl)c3)on2)no1	90	2	0.0	3	85	-10	-18	82	.	3	-6
52	O=C(Cc1ccc(-n2c(=O)c3ccccc3n(Cc3ccccc3Cl)c2=O)cc1)NCC1CCCO1 (stereo unspecified)	101	4	1.7	13	105	4	2	103	12	11	0
53	CSc1ncccc1C(=O)Nc1nnc(C2CC2)s1	98	2	0.2	10	100	8	-7	101	3	13	0
54	CNC(=O)c1sc(=S)n(-c2ccc(OC)cc2)c1N	100	1	0.7	10	100	-89	-69	98	-1	17	-1
55	CCN(CC)CCOC(=O)c1ccc2c(c1)OCCO2	102	9	0.7	9	102	20	1	103	-26	10	-1
56	Cc1cc(C(=O)O)ccc1-n1c(C)ccc1C	60	5	-0.9	19	80	78*	57*	94	.	18	2

More structures follow:
no.	Structure	RGS7-Gao reg	ABCG2 block	ABCB1 block	Avidin bead fluor	RGS8-Gao reg	Mcl1 Noxa PPI	Mcl1-Bid inh	RGS4-Gao reg	Pf gametocyte	GSH fluor	Mcl-1 Bim block
57	CCCCCCc1ccc(OCC(=O)OC)cc1OCC(=O)OC	95	2	0.6	7	97	5	3	99	.	34	-3
58	CCOc1cc(/C=C2\SC(=S)N(Nc3ccccc3)C2=O)ccc1O	97	2	0.8	9	98	28	-21	101	-27	9	0
59	COc1ccc(-c2ccc(OC)c([C@H]3[C@H]4C=CC[C@@H](C)[C@@H]4C(=O)N3Cc3ccccc3)c2)cc1OC	?	.	.	19	103	-15	-20	104	6	.	.
60	CCOc1ccc(NC(=O)NC2CC(=O)N(c3ccc(OC)cc3)C2)cc1 (stereo unspecified)	100	6	0.6	20	91	-12	14	97	7	7	0
61	Cc1ccc(-c2nn(C)c(=O)c3ccccc23)cc1CNC(=O)CSc1nc2ccccc2o1	100	26	4.6	27	100	-5	-4	99	.	22	-5
62	C/C(=N/NC(=O)c1ccc(C)s1)c1cccc(NC(=O)COc2ccc(Cl)cc2C)c1	89	4	1.1	16	95	10	-60	90	.	10	-3
63	Cc1ccc(C(=O)C2=C(O)C(=O)N(Cc3ccccc3)C2c2cccnc2)o1 (stereo unspecified)	94	0	0.1	36	97	8	-11	96	.	18	-4
64	N#C/C(=C(/O)COC(=O)CCc1ccc(S(=O)(=O)N2CCOCC2)cc1)c1nc2ccccc2[nH]1	90	1	0.1	10	96	62*	-24	93	-4	12	3
65	Cc1ccc(C2Nc3ccccc3C(=O)N2CCN2CCNC2=O)cc1 (stereo unspecified)	?	.	.	7	101	-13	-36	98	-13	.	.
66	Cc1cc(C)cc(OCC(=O)OCc2nnc(-c3ccccc3)o2)c1	100	-2	-0.7	6	98	2	-28	97	-30	19	-2
67	COCCNC(C)C(=O)Nc1ccc(Br)cc1 (stereo unspecified)	110	1	0.1	6	106	17	25	113	.	37	0
68	CCN1CCN(C(=O)c2ccc(N3CC4CC(C3)c3cccc(=O)n3C4)c([N+](=O)[O-])c2)CC1 (stereo unspecified)	100	1	0.5	11	99	-10	-24	95	.	15	-3
